Scp-1 inhibitor: Scp-1 phosphatase inhibitors, primary screen, biochemical, colorimetric, uHTS; Carboxy-terminal domain RNA polymerase II polypeptide A small phosphatase 1 (Homo …; Recombinant Scp1, phosphopeptide, malachite green phosphate absorbance; inhibition, % at 20 µM; 340,000 compounds, 0.88% hits; AID 493091, 2011;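 active = inhibition above about 50% at 20 µM, limit read from the data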;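 also: plate controls were DMSO wells with enzyme for no effect and wells lacking enzyme for full effect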
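Times: enzyme reaction 45 min at room temperature, colour 5 min, stabilisation 30 min. Material: SCP-1 catalytic fragment, aa 76-261. Medium: Acidic Tris acetate buffer with magnesium and detergent. Signal: colorimetric free-phosphate detection, absorbance 630 nm. Read-out basis: % inhibition of SCP-1 phosphate liberation. Reagent: Phosphorylated 17-residue peptide substrate.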
SKN-1 block: suppressors of acrylamide-induced Pgst-4::GFP reporter in worms, primary screen, SKN-1 inhibitor project, whole organism, uHTS, GFP/RFP fluorescence ratio, strain VP596; C. elegans VP596 Pgst-4::GFP/RFP ratio, 24 h; inhibition, % at 21.8 µM; 360,000 compounds, 0.49% hits; AID 624304, 2012;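 active = interference check ratio from 0.5 to 1.5 plus GFP to RFP signal ratio inhibition reaching or exceeding a fixed threshold, cut at about 30% in these data, passing the limit was not always enough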; also: some compounds called inactive have numbers as strong as hits
LMPTP inh: LMPTP phosphatase inhibitors, primary screen, biochemical, fluorescence intensity, uHTS; Low molecular weight phosphotyrosine protein phosphatase (Homo sapiens), P24666; recombinant LMPTP-A, OMFP fluorogenic substrate; inhibition, % at 20 µM; 360,000 compounds, 0.22% hits; AID 651560, 2012;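 active = compounds that cut the enzyme signal by at least half of the control window in the single-dose screen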;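 also: plate controls were DMSO wells with enzyme plus substrate for no effect and substrate without enzyme for full effect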
Target sequence (P24666 whole entry, looked up): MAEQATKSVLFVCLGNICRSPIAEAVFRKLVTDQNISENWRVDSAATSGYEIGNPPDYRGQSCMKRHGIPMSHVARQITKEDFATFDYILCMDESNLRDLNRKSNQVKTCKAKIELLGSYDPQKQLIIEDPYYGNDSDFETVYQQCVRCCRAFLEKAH
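test system = LMPTP-A | amount = 0.625 nM LMPTP-A final | reagent = fluorogenic phosphatase substrate OMFP at 400 µM final | incubation = 50 min at room temperature | benchmarks = no-enzyme low control, uninhibited high control | medium = Bis-Tris pH 6.0, DTT, detergent | signal = fluorescence intensity of OMFP turnover product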
DNMT1 inh: human DNMT1 methyltransferase inhibitors, primary screen, biochemical, molecular beacon, fluorescence, HinP1I cleavage, uHTS; 360,000 compounds, 0.83% hits; inhibition (reported as % activation of signal), % at 10 µM; AID 588458, 2011; DNA (cytosine-5)-methyltransferase 1 (Homo sapiens), P26358; in the data active = inhibition above about 50%
NRP1-CendR mod: modulators of CendR peptide binding to NRP-1, primary screen, biochemical, fluorescence polarization, uHTS | FAM-RPARPAR peptide binding to NRP-1 | AID 602438, 2012 | Neuropilin-1 (Homo sapiens), O14786 | 360,000 compounds, 0.85% hits | inhibition, % at 25 µM;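 active = inhibition or corrected inhibition above about 18%, plus a signal ratio from 0.5 to 1.5, limit read from the data, passing the limit was not always enough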; also: strong numbers were not always called active
Rpn11 inh: Rpn11 (PSMD14) deubiquitinase inhibitors, primary screen, biochemical, fluorescence polarization, uHTS; 26S proteasome non-ATPase regulatory subunit 14 (Homo sapiens), O00487; human 26S proteasome, Ub4-pepOG fluorescence polarization; 20S core pre-blocked with epoxomicin; calls only at 20 µM; 360,000 compounds, 0.59% hits; AID 588493, 2011;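 active = inhibition at 20 µM, scaled to each plate's controls, above about 33%, limit read from the data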
Target sequence (O00487 whole entry, looked up): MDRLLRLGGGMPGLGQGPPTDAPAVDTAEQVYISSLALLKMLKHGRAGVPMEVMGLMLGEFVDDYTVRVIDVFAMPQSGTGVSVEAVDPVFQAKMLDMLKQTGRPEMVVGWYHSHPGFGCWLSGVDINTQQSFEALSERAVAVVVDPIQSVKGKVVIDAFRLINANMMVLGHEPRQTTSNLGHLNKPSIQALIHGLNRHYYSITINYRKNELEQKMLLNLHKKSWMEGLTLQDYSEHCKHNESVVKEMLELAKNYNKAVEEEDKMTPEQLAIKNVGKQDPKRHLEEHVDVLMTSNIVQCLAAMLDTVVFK
SUMO1-SIM PPI: modulators of SUMO1 protein-protein interactions, primary screen, biochemical, uHTS; SUMO1 binding to a labelled peptide, TR-FRET, 1 h; inhibition, % at 20 µM; 360,000 compounds, 0.33% hits; in the data active = inhibition above about 37%
NadD inh: inhibitors of S. aureus NadD, primary screen, biochemical, colorimetric, uHTS; purified NadD enzyme, colorimetric absorbance read-out; inhibition, % at 20 µM; 360,000 compounds, 0.78% hits; in the data active = inhibition above about 26%; also: some compounds past the cut are filed as inactive
STEP block: STEP phosphatase inhibitors, primary screen, biochemical, fluorescence intensity, uHTS. AID 588621, 2011. inhibition, % at 20 µM. Tyrosine-protein phosphatase non-receptor type 5 (Homo sapiens), P54829. 360,000 compounds, 0.25% hits. recombinant STEP, OMFP fluorogenic substrate;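 active = inhibition at 20 µM, scaled per plate between control wells, above about 37%, limit read from the data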;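 also: 0% = DMSO with enzyme and substrate and 100% = substrate only without enzyme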
Target sequence (P54829 whole entry, looked up): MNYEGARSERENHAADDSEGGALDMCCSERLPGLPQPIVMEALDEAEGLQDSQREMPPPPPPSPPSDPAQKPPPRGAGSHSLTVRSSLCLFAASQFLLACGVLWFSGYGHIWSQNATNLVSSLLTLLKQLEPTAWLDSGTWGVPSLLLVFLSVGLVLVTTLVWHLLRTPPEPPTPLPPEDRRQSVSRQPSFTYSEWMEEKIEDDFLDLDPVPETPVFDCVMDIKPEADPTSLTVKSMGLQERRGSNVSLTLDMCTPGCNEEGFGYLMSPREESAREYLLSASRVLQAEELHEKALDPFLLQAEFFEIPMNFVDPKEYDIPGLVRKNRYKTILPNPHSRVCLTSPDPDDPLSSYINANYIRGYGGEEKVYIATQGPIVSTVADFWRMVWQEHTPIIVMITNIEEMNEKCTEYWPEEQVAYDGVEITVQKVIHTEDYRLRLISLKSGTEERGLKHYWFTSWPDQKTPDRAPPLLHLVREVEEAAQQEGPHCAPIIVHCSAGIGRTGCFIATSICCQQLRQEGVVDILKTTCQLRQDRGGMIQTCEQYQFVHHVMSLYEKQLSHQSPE
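Test system: STEP tyrosine phosphatase / Reagent: OMFP at 25 µM / Doses: 20 µM, 1% DMSO / Read-out: percent inhibition scaled to no-enzyme and uninhibited-enzyme controls, plate-pattern corrected / Detection: FITC-channel fluorescence of OMFP product / Medium: Bis-Tris buffer pH 6.0, 2.5 mM DTT, 0.005% Tween 20 / Schedule: 20 min at room temperature, dark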
MT1-MMP act inh: blockers of MT1-MMP proenzyme processing, primary screen, HT1080 RFP-PRO-GFP cells, GFP/RFP fluorescence; Matrix metalloproteinase-14 (Homo sapiens), P50281; GFP/RFP ratio fluorescence, overnight; percent of plate control window, DMSO zero; GFP/RFP ratio change, % at 20 µM; 360,000 compounds, 0.061% hits;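 active = GFP/RFP ratio change of at least 30% with cell ATP level not reduced by more than half and red fluorescence within 50% of control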; also: strong numbers were not always called active
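Compound: 20 µM single dose, 1% DMSO / System: HT1080 RFP-PRO-GFP cells / Controls: DMSO and RFP-L50D-GFP cell wells / Read-out basis: GFP/RFP fluorescence ratio / Schedule: overnight compound exposure at 37 °C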
Starred values were filed as active, the others as inactive; i = inactive; · = no result given.

SMILES | Scp-1 inhibitor | SKN-1 block | LMPTP inh | DNMT1 inh | NRP1-CendR mod | Rpn11 inh | SUMO1-SIM PPI | NadD inh | STEP block | MT1-MMP act inh
COc1c(C)cc(C(=O)C2CCCN(C(=O)CCCn3cncn3)C2)cc1C (configuration not stated) | -0.8 | -6.9 | -1.9 | 0.2 | 7.7 | i | -2.5 | -5.2 | -1.6 | 8.2
CCOC(=O)c1cc(Cl)c2c(ccc3ccccc32)n1 | · | 10.6 | -1.4 | 0.9 | -8.4 | i | 3.0 | 2.5 | 0.5 | 6.4
CC(=O)c1ccc(NC(=O)CSc2nc(C3CC3)nc3ccccc23)cc1 | -2.3 | 7.2 | -0.4 | 2.2 | 3.0 | i | -0.8 | -4.2 | -2.0 | -4.5
CCC1CCCCN1CCN1C(=O)C2C(C(=O)Nc3cccc(OC)c3)C3C=CC2(O3)C1C(=O)NC1CCCCC1 (configuration not stated) | -8.1 | 5.1 | -0.5 | -2.7 | 13.2 | i | -2.5 | -3.2 | -1.2 | 2.3
CCOC(=O)C1(Cc2cccc(Cl)c2)CCCN(C(=O)c2cc(CC)on2)C1 (configuration not stated) | -9.6 | 9.5 | 1.0 | -0.1 | 5.6 | i | -0.6 | 0.2 | -0.1 | 1.4
CC(NC(=O)c1cc([N+](=O)[O-])cc([N+](=O)[O-])c1)C1CC2CCC1C2 (configuration not stated) | -3.6 | 0.1 | -0.9 | 0.0 | -3.9 | i | -26.1 | -2.0 | 2.4 | 1.7
Cc1nc([N+](=O)[O-])c(C(=O)OCc2ccccc2)n1C | 3.6 | 9.0 | -0.7 | -3.6 | -11.2 | i | -9.7 | -7.7 | 3.1 | 5.9
Fc1ccccc1CN1CCC(Cc2ccccc2)CC1 | 5.5 | -7.6 | -2.0 | 70.5* | 8.9 | i | -0.2 | -3.7 | 0.0 | 0.6
O=C(COc1ccccc1)Nc1c2c(nn1-c1ccccc1)CS(=O)C2 (configuration not stated) | -7.1 | -3.5 | -1.3 | 5.5 | -7.5 | i | 3.4 | -3.2 | 0.2 | -0.1
COC(=O)c1[nH]c2cc(OC)ccc2c1NC(=O)CCN1CCCC(C)(C)C1 | -2.2 | -1.0 | 0.8 | 5.4 | 9.9 | i | 0.7 | 1.4 | -3.2 | -0.6
O=C(Oc1ccc(Br)cc1)c1cncc(Br)c1 | -0.4 | 1.6 | -1.7 | 2.3 | -10.4 | i | 0.0 | -3.5 | 2.7 | 1.9
O=C(Nc1ccc2nc3n(c(=O)c2c1)CCCC3)c1ccccc1[N+](=O)[O-] | -7.8 | 8.3 | -2.4 | -1.1 | 3.4 | i | -12.1 | -5.8 | -6.2 | 2.7
CCCc1cc(C(=O)O)c2ccccc2n1 | -3.4 | 3.3 | -3.4 | 1.8 | -0.2 | i | -1.8 | -7.4 | 0.7 | 5.4
Nn1cc(-c2ccccc2)nc1SCC(=O)NC1CCS(=O)(=O)C1 (configuration not stated) | -5.0 | 8.4 | -1.5 | -4.1 | 13.3 | i | -1.5 | -2.4 | 3.9 | 2.9
CN1CCC(OC(c2ccccc2)c2ccc(Cl)cc2)C1 (configuration not stated) | -5.0 | -4.9 | -1.3 | 5.0 | 0.1 | i | 1.2 | -7.1 | -1.1 | -10.4

Record cards, as listed above. Values in the order: Scp-1 inhibitor | SKN-1 block | LMPTP inh | DNMT1 inh | NRP1-CendR mod | Rpn11 inh | SUMO1-SIM PPI | NadD inh | STEP block | MT1-MMP act inh
CCOC(=O)c1cc(Cl)c2c(ccc3ccccc32)n1 as listed: · | 10.6 | -1.4 | 0.9 | -8.4 | i | 3.0 | 2.5 | 0.5 | 6.4
CC(NC(=O)c1cc([N+](=O)[O-])cc([N+](=O)[O-])c1)C1CC2CCC1C2 (configuration not stated) as listed: -3.6 | 0.1 | -0.9 | 0.0 | -3.9 | i | -26.1 | -2.0 | 2.4 | 1.7

Next section:
SMILES | Scp-1 inhibitor | SKN-1 block | LMPTP inh | DNMT1 inh | NRP1-CendR mod | Rpn11 inh | SUMO1-SIM PPI | NadD inh | STEP block | MT1-MMP act inh
COCCn1c(SCC(=O)NC(=O)Cc2ccccc2)nc2ccccc2c1=O | -3.6 | -0.3 | -0.7 | 1.2 | -13.1 | i | 0.5 | 0.1 | 5.4 | -0.7
Cc1c(NC(=O)c2cccc(NC(=O)COc3ccccc3C#N)c2)c(=O)n(-c2ccccc2)n1C | 3.9 | -12.6 | 0.9 | -0.2 | 5.2 | i | 2.2 | 2.7 | 1.2 | 2.2
Cc1noc(C)c1COc1cccc(C(=O)Nc2cccnc2)c1 | 4.0 | 9.2 | -1.3 | -0.7 | -6.5 | i | 3.4 | -6.9 | 0.9 | 0.1
COc1ccc(CCNC(=O)c2nnn(-c3cc(C)cc(C)c3)c2N)cc1OC | -2.5 | -11.5 | 0.8 | -3.7 | -8.6 | i | -1.0 | -2.8 | 3.4 | -2.2
CCOC(=O)N1CCN(C/C(Cl)=C/c2ccccc2)CC1 | -4.7 | 17.5 | -2.0 | 7.1 | 0.1 | i | 3.9 | -3.5 | 0.5 | -1.4
O=C(CCC(=O)Nc1cccc(C(F)(F)F)c1)NCC1CCCO1 (configuration not stated) | 0.1 | -14.5 | -1.8 | 1.3 | -0.8 | i | 1.7 | 3.0 | 1.0 | -2.7
CCCSc1nnc(C(C)C)n1N | -9.2 | 10.4 | -0.8 | -2.5 | -21.4 | i | -2.6 | 2.1 | -0.5 | 6.0
CCN1CC(CN(C)Cc2nc(-c3ccc(C(F)(F)F)cc3)oc2C)CC1=O (configuration not stated) | 0.7 | -0.6 | 0.4 | 2.6 | 2.0 | i | -3.0 | 0.1 | -0.3 | -3.3
CCCCc1nc(N2CCN(C(=O)c3ccco3)CC2)c(C#N)c2c1CCCC2 | 0.6 | 0.8 | 7.9 | -3.3 | 6.3 | i | 10.9 | 14.6 | 2.4 | -8.1
CCN1C(=O)[C@H]2[C@H]3CN=C(SCc4ccc(C)cc4)N3[C@@](C)(C(=O)OC)[C@H]2C1=O | 8.2 | 15.3 | -1.2 | 1.4 | -9.9 | i | 6.5 | 6.1 | -1.4 | 7.9
CC1=NN(c2ccccc2)C(=O)/C1=C/C=C/c1ccc(N(C)C)cc1 | -4.6 | 19.2 | 20.6 | -4.6 | 1.6 | i | -6.8 | 3.9 | 26.8 | 54.8*
CSc1nsc(SC)c1NC(=O)OCCc1ccccn1 | 16.8 | -8.9 | -2.4 | 5.2 | -2.9 | i | -1.6 | -0.9 | 2.8 | 4.2
COc1ccc(C(=O)N2CC3(CC(c4cccc([N+](=O)[O-])c4)=NO3)C[C@H]2C(=O)NCC(N)=O)cc1 (some centres not stated) | -2.3 | -17.1 | -1.3 | 3.9 | -13.1 | i | -35.7 | 3.3 | -0.8 | 4.0
COc1ccc(N2CCN(c3n[nH]c(N)n3)CC2)cc1 | -2.2 | 4.5 | -0.9 | -1.4 | 1.6 | i | -2.0 | -2.3 | -4.0 | -0.8
Cc1[nH]c2ccccc2c1C(=O)NS(=O)(=O)Nc1ccc(Cl)cc1 | -9.3 | 7.1 | -1.8 | -0.6 | 7.4 | i | 0.5 | 0.5 | -3.4 | 2.1
O=C(N/N=C/c1c[nH]c2ccccc12)c1cccc(O)c1 | -10.1 | -1.5 | -2.3 | -0.9 | -19.3 | i | 2.1 | -1.4 | 0.4 | 0.6
O=C(O)c1cccc(NS(=O)(=O)c2ccc(C3CCCCC3)cc2)c1 | 4.7 | 8.3 | -0.2 | -3.3 | 0.6 | i | 1.3 | 8.7 | -1.0 | 0.7
O=C(CN1C(=O)NC2(CCCCCC2)C1=O)c1ccc(F)cc1 | -4.2 | 13.2 | -0.7 | -0.8 | 2.1 | i | -0.3 | 0.7 | -2.5 | -1.5
CC(C)CNC(=O)CN1C(=O)NC2(CCc3ccccc32)C1=O (configuration not stated) | 1.8 | 8.3 | -0.5 | -1.3 | 5.5 | i | 1.6 | 5.1 | -0.5 | 0.6
CCSc1nnc(NC(=O)c2cccc3ccccc23)s1 | -12.2 | -1.7 | -0.6 | 6.8 | 8.1 | i | 3.6 | -0.4 | -0.9 | -2.9
COc1cccc(Oc2nc(-c3ccncc3)nc3ccccc23)c1 | 3.1 | -1.5 | 1.4 | -0.8 | 1.8 | i | 3.2 | 3.4 | -0.8 | -7.8
Cc1c(NC(=O)COC(=O)C2CC3C=CC2C3)c(=O)n(-c2ccccc2)n1C (configuration not stated) | -1.6 | 2.2 | -0.3 | 0.0 | 19.1 | i | 1.5 | 4.1 | -0.5 | -0.4
CCOC(=O)/C(=C\c1cccnc1)C(=O)c1cc(C(C)=O)c(Nc2ccccc2)s1 | 0.6 | 1.4 | 1.3 | 3.4 | -6.8 | i | -22.9 | 1.1 | 5.4 | -12.3
O=C1/C(=C/c2c[nH]c3ccccc23)CCC/C1=C\c1c[nH]c2ccccc12 | -46.7 | 22.1 | 2.8 | -30.2 | -97.5 | · | -11.1 | 20.5 | -9.0 | -111.1
CC(C)n1c(NCc2ccccc2O)nc2ccccc21 | 0.3 | 24.2 | 1.5 | -2.6 | -2.7 | i | 1.4 | -8.0 | -2.0 | 3.0

Single entries from the list.
DNMT1 inh, `CC(C)CNC(=O)CN1C(=O)NC2(CCc3ccccc32)C1=O` (configuration not stated) = -1.3
MT1-MMP act inh, `CCOC(=O)/C(=C\c1cccnc1)C(=O)c1cc(C(C)=O)c(Nc2ccccc2)s1` = -12.3
SUMO1-SIM PPI, `O=C1/C(=C/c2c[nH]c3ccccc23)CCC/C1=C\c1c[nH]c2ccccc12` = -11.1
